# Source: PubChem BioAssay (several laboratories)
# cardiac RTF act: cardiac RTF calcium sensitivity activators, primary screen, biochemical, IANBD-TnC fluorescence, EC20 calcium; Troponin I, cardiac muscle (Homo sapiens) + Troponin T, cardiac muscle (Homo sapiens) + …; IANBD-labeled TnC RTF fluorescence at EC20 calcium; 0% EC20 calcium, 100% full calcium; activation, % at 7.2 µM; hit rate 0.24% among 340,000;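 active = activation above the mean over all tested compounds plus 3 SD, cut at about 30% in these data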;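 also: rise in fluorescence read as greater calcium sensitivity of cardiac thin filaments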
# HTR5A ag: HTR5A agonists in luminescence cell assay, primary screen, counter-screen for OPRM1-OPRD1 heterodimer agonist project, full-deck HTS. 5-hydroxytryptamine receptor 5A (Homo sapiens), P47898. cell-based. activation, % at 9.3 µM. hit rate 0.61% among 340,000. AID 504692, 2011; in the data active = activation mostly above about 9.5%, no sharp cut-off; inactive = mostly below about 7.6%;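 also: 0% = cells with vehicle only and 100% = reference agonist; strong numbers were not always called active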
# PvdQ acylase: P. aeruginosa PvdQ acylase inhibitors, primary screen, biochemical, fluorescence, plate reader and imaging, single point. PvdQ acylase [Pseudomonas aeruginosa LESB58]. purified PvdQ acylase. inhibition, % at 10 µM. hit rate 0.063% among 340,000. AID 488965, 2010; in the data active = inhibition above about 30%, passing the limit was not always enough; inconclusive = no clear call, values can overlap the other calls;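 also: 0% = vehicle neutral wells and 100% = reference inhibitor wells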
# dFosB activator: activators of delta FosB homodimer, primary screen, biochemical, fluorescence polarization, TAMRA-CDK5 oligo, single point | purified delta FosB; percent of positive-control signal above neutral wells | activation, % at 25 µM | Protein FosB (Mus musculus), P13346 | hit rate 0.99% among 340,000;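 active = mean activation above about 17%, with every replicate also reaching it, limit read from the data, passing the limit was not always enough; inconclusive = only one of the two conditions met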;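 also: fluorescence polarization rise as delta FosB binds a TAMRA Cdk5 AP-1 oligo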
# CDK5 inh: inhibitors of human CDK5/p35 kinase, primary screen, biochemical, single concentration. Cyclin-dependent kinase 5 (Homo sapiens) + Cyclin-dependent kinase 5 activator 1 (Homo …. Recombinant CDK5/p35, ADP-Glo luminescence, 60 min. inhibition, % at 10 µM. hit rate 0.01% among 330,000. AID 488839, 2010;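 active = highest replicate inhibition of at least 50% and at least 75% of replicates reaching 50%; inconclusive = only one of the two criteria met; inactive = both criteria failed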;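 also: plate controls were DMSO neutral control for no effect and GW8510 at 10 µM for full effect; many of its hits are not listed in these tables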
# SR-BI DiI-HDL act: activators of SR-BI mediated DiI-HDL uptake, primary screen, ldlA[mSR-BI] CHO cells, DiI fluorescence; 3 h; 100 = double the neutral-control signal; activation, % at 12.5 µM; hit rate 0.096% among 320,000; AID 504775, 2011;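 active = mean replicate activation of at least 60% and every replicate at or above 60%; inconclusive = mean or all-replicate condition met, but not both; inactive = mean below 60% and not all replicates reaching 60%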;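 also: 0% = median plate neutral-control signal and 100% = twice that signal; values of inactives mirror those of a sister screen read the other way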
#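 Test system: SR-BI-overexpressing, LDLR-lacking CHO cells. Measured by: DiI fluorescence, bottom read. Medium: Ham's F12 with 0.5% BSA, HEPES 25 mM, pH 7.4. Timing: 3 h uptake period with compound, 37 °C.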
# SR-BI HDL uptake: inhibitors of SR-BI mediated HDL lipid uptake, primary screen, ldlA[mSR-BI] cells, fluorescence, single point. Scavenger receptor class B member 1 (Mus musculus), Q61009. ldlA[mSR-BI] CHO cells, DiI-HDL uptake fluorescence, 3 h. inhibition, % at 12.5 µM. hit rate 0.96% among 320,000. AID 488896, 2010;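 active = mean replicate inhibition of at least 70% and a set share of replicates each scoring 70 or more; inconclusive = meets just one of the two criteria; inactive = fails both criteria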;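 also: 0% = median of neutral control wells and 100% = median of positive control wells; values of inactives mirror those of a sister screen read the other way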
# Target sequence (Q61009 whole entry, looked up): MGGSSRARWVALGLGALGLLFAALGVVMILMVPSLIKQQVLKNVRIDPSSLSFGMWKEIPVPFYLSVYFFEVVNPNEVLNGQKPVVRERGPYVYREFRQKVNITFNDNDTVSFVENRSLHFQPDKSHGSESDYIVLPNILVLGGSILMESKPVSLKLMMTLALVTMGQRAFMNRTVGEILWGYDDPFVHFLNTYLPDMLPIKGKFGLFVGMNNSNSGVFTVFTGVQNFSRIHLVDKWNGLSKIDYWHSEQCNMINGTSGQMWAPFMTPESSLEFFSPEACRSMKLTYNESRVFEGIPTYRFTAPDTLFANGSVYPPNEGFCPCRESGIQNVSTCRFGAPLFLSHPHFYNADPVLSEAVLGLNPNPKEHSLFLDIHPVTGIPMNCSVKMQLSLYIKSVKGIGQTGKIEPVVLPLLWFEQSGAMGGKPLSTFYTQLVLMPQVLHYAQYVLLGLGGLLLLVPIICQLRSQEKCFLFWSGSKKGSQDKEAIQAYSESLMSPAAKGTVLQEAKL
# Wnt act: Wnt/beta-catenin pathway activators, primary screen, cell-based, plate reader, single point; Wnt/beta-catenin reporter cell assay, activator; activation, % at 9.35 µM; hit rate 1.2% among 300,000; in the data active = activation above about 30%, passing the limit was not always enough; inconclusive = no clear call, values can overlap the other calls;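 also: 0% = neutral control wells and 100% = positive control wells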
# MITF act: activators of MITF-driven TRPM1 promoter reporter, primary screen, cell-based, SK-MEL-5, luciferase, single point | SK-MEL-5 TRPM1-promoter luciferase, 24 h; % of positive control, neutral wells = 0 | activation, % at 12.5 µM | hit rate 0.75% among 300,000 | AID 588334, 2011;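 active = mean activation of at least 80% with every replicate also reaching 80%; inconclusive = mean reaches 80% but some replicate falls short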;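 also: 0% = neutral control wells and 100% = parthenolide positive control wells; values of inactives mirror those of a sister screen read the other way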
# Rtt109 HAT inh: inhibitors of C. albicans Rtt109/Vps75 HAT, primary screen, biochemical, ThioGlo CoA-SH fluorescence, plate reader; inhibition, % at 34.9 µM; hit rate 0.16% among 330,000; purified Rtt109/Vps75, 4 h;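 active = inhibition of at least 50% in every replicate; inconclusive = best replicate reaches 50% inhibition but some replicates fall short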
# Target sequence (Q5AAJ8 whole entry, looked up): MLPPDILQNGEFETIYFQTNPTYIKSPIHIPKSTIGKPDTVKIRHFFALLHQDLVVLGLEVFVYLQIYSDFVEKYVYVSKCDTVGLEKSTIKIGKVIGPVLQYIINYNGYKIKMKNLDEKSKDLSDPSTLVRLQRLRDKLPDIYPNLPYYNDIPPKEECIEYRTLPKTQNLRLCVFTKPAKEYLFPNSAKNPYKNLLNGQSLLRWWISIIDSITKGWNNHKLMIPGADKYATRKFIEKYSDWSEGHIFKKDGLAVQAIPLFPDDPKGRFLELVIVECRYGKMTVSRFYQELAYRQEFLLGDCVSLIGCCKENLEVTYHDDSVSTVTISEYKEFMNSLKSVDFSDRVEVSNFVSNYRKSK
# Starred values were filed as active, the others as inactive; u = inconclusive; x = no result given.
# Every second line gives: cardiac RTF act, HTR5A ag, PvdQ acylase, dFosB activator, CDK5 inh, SR-BI DiI-HDL act, SR-BI HDL uptake, Wnt act, MITF act, Rtt109 HAT inh
- COC(=O)c1sccc1NS(=O)(=O)c1ccccc1
    -2.9, 6.2, -13.9, 2.8, 0.7, 19.0, -19.0, -0.8, -1.6, 7.5
- COc1cccc(NC(=O)CSc2nnc(CN3CCOCC3)n2C)c1
    1.5, 3.0, -18.1, 3.5, 0.4, 6.4, -6.4, x, 10.4, 6.2
- CCOC(=O)CNC(=O)Cn1cnc2c(nnn2-c2ccc(OC)cc2)c1=O
    -1.5, 1.0, -15.3, 2.8, -0.1, -3.9, 3.9, -1.7, 9.5, -2.5
- CCN(CC(=O)Nc1ccc(NC(C)=O)cc1)C(=O)C1CCCC1
    5.5, -3.1, -11.8, -2.7, -0.1, 19.0, -19.0, 3.1, 7.3, -4.5
- Cc1ccsc1C=Nc1ccc(O)cc1
    -3.2, 8.5, 2.4, -17.7, 0.9, 15.0, -15.0, x, -9.9, 7.7
- N#CC1=C(S)N(c2ccccc2)C(c2ccc(-c3ccccc3Cl)o2)NC1=O (stereo not drawn)
    -1.8, 0.7, -3.5, -5.3, -0.1, 46.3, -46.3, x, -3.8, u
- Cc1ccc(CCP(=O)(O)CN2CCOCC2)cn1
    -3.6, 1.1, 7.3, 5.0, -1.1, 13.3, -13.3, -8.0, 0.4, 1.3
- O=C(CSc1nnc(C2CC2)n1C1CC1)c1ccc(F)cc1
    -3.8, 0.0, -10.2, -9.3, -0.2, -0.2, 0.2, 13.4, 23.3, -6.2
- O=C(N/N=C/c1ccc2c(c1)OCO2)C(=O)Nc1ccccc1
    6.2, 2.6, -9.9, 5.6, -2.4, 8.9, -8.9, 1.7, 48.9, -2.0
- Cc1sc(NC(=O)C2CCCO2)c(C(N)=O)c1C (stereo not drawn)
    -3.8, 5.2, -0.4, -4.6, -1.1, -3.2, 3.2, x, 13.1, 8.9
- CCN(CC)S(=O)(=O)c1cccc(C(=O)N2CC(O)CC2C(=O)O)c1 (stereo not drawn)
    2.1, 9.2, -10.0, 2.9, 0.7, 6.2, -6.2, x, -3.7, -13.8
- O=C1C(=O)N(CCCn2ccnc2)C(c2ccc([N+](=O)[O-])cc2)/C1=C(\O)c1ccc2c(c1)OCCO2 (stereo not drawn)
    2.0, -3.9, -2.1, -5.3, 0.4, 18.3, -18.3, 0.2, -2.5, 2.1
- COc1ccc2ccccc2c1C1NC(=O)NC(C)=C1[N+](=O)[O-] (stereo not drawn)
    1.8, -2.1, -8.8, -4.0, -0.6, -4.9, 4.9, -1.0, -5.4, 5.1
- CCOc1c(Cl)cc(CNCc2ccccn2)cc1OC
    -1.8, 7.2, 6.4, -2.3, 1.0, 10.2, -10.2, -0.5, 9.1, 3.2
- COc1ccc(C2NCCc3c2[nH]c2ccccc32)cc1CSc1nc2ccccc2s1 (stereo not drawn)
    7.1, 8.8, -0.6, 79.8*, -0.6, 21.8, -21.8, -0.7, 6.5, 9.8
- O=C(c1ccco1)N1CCN(S(=O)(=O)Cc2ccc(Cl)cc2)CC1
    0.9, 0.4, -9.0, -1.7, 3.4, 8.6, -8.6, 41.5*, 3.5, -1.3
- COCc1cc(S(=O)c2ccc(Cl)cc2)nc(C)n1 (stereo not drawn)
    0.5, -0.6, -6.5, 2.2, -2.2, 26.0, -26.0, 2.4, -18.1, 6.2
- CCCC1CC(C)(c2csc(Nc3ccc(OCC)cc3)n2)OC1=O (stereo not drawn)
    -31.9, 1.2, -1.0, -5.6, -2.8, -51.2, 51.2, x, -16.6, 5.0
- CSCc1ccc(C(=O)NCc2ccc(C)cc2)cc1
    3.9, -3.0, -9.4, -1.0, -1.1, -2.3, 2.3, 4.2, 40.5, 1.6
- CN(C)/C=C\C(=C/C(=O)C(F)(F)F)Nc1ccccc1Oc1ccccc1
    -0.6, 3.1, 4.2, -11.1, -0.2, -12.9, 12.9, -0.6, -3.8, 0.9
- CCC(=O)c1cn(CC(=O)Nc2c(C)cccc2C)c2ccccc12
    2.3, -2.6, -11.9, u, 0.8, -25.1, 25.1, -0.4, -5.2, -0.4
- Cc1sc(NC(=O)CS(=O)(=O)c2ccccc2)c(C#N)c1C
    -4.3, -15.9, -19.4, 3.4, 1.3, 0.0, 0.0, 8.0, 41.1, -8.8
- Cc1cc(/C(N)=N/OC(=O)Nc2cccc(C(F)(F)F)c2)no1
    x, x, -12.5, -8.1, -0.3, 9.4, -9.4, 1.0, x, 2.4
- OC1CCCN(Cc2ccccc2)C1 (stereo not drawn)
    8.7, 0.6, 0.2, -4.2, 5.4, 9.8, -9.8, -0.8, 3.7, -4.5
- CC(=O)Nc1ccc(S(=O)(=O)N(Cc2ccccc2)C(C)C)cc1
    -3.3, 0.5, -6.0, -1.6, 0.7, -9.0, 9.0, -4.1, -19.7, 4.1
- COc1cc(/C=N/NC(=O)C23CC4CC(CC(C4)C2)C3)cc(Br)c1O
    7.9, 6.3, 7.5, 0.6, -0.1, -17.4, 17.4, -2.0, -7.0, 12.9
- Cn1c(SCC(=O)Nc2ccccc2F)nnc1-c1cccnc1
    -1.8, -6.1, -7.9, -4.1, -0.2, 9.8, -9.8, 2.9, 11.0, -26.9
- CCOc1ccc(OCC)c(NC(=O)CN2CCN(c3cccc(C)c3C)CC2)c1
    -4.4, 4.0, -5.8, -4.5, 0.3, -49.4, 49.4, -1.8, 12.6, -2.5
- COc1ccc(C(=O)N/N=C(\C)CC(=O)N2CCN(C=O)CC2)cc1
    4.5, -0.2, -2.9, -2.1, -6.9, 11.6, -11.6, x, -5.2, -3.4
- c1ccc(-n2cnc3cc(NCc4ccco4)ccc32)cc1
    -1.4, 0.8, -12.4, -3.4, -0.3, 20.1, -20.1, 10.2, 78.7, 4.3
- Cc1ccc(S(=O)(=O)NNC(=O)C(=O)NNc2ccccn2)cc1
    9.8, 5.5, -8.4, -5.4, -1.0, 19.2, -19.2, x, -9.4, 8.5
- Cc1cc(OCC(=O)Nc2ccc(S(=O)(=O)N3CCN(C)CC3)cc2)cc(C)c1Cl
    -3.3, -4.8, -0.6, 4.3, 0.3, -26.8, 26.8, x, 10.6, 5.2
- O=C(O)CSCC(=O)Nc1cc(C(F)(F)F)ccc1Cl
    -3.3, -0.2, 13.5, -7.3, 6.1, 15.9, -15.9, -1.1, -4.0, 65.6*
- CCOC(=O)C1=NNC(C(=O)c2ccc(Cl)cc2)C1c1ccc(OC)cc1 (stereo not drawn)
    -6.6, 5.4, 5.0, -13.2, -0.2, -13.9, 13.9, 2.0, 1.2, 12.0
- O=C(Cc1ccc(Cl)cc1)Nc1ccc(S(=O)(=O)Nc2cnc3ccccc3n2)cc1
    1.2, 0.6, -5.9, -13.0, -5.0, 6.0, -6.0, -12.6, -2.7, -2.3
- CC1Oc2ccccc2C=C1/C=N/Nc1ccc(C(=O)O)cc1 (stereo not drawn)
    -6.3, -0.7, 10.4, -0.3, 1.4, -5.2, 5.2, -4.5, 34.0, 26.8
- CCC(=O)N1CCc2cc(S(=O)(=O)Nc3ccc4c(c3)OCCO4)ccc21
    7.4, 2.7, -4.8, -1.5, 0.2, x, x, -3.1, -9.1, 7.0
- CC1(C)CC2(CC(c3ccc(F)cc3)c3ccc(O)cc3O2)NC(=S)N1 (stereo not drawn)
    0.8, 0.4, -2.6, 0.1, 2.8, -47.4, 47.4, 8.0, -8.5, 0.8
- CCCCOc1ccc(NC(=O)CN2CCN(C(=O)OCC)CC2)cc1
    -7.1, 4.4, 8.8, -2.5, -0.4, -18.0, 18.0, x, 5.2, 5.7
- O=C(NCCCN1CCCC1)c1ccc2c(c1)N(Cc1ccccc1)CCS2
    -1.0, -0.7, -13.3, -7.2, -1.4, -24.7, 24.7, -9.7, -2.8, -76.5
- CCCn1nnnc1SCC(=O)NC1CCCC1
    -8.0, 0.7, -9.6, 4.0, -0.1, 14.3, -14.3, 1.4, 0.2, -19.2
- CCC(O)C1CCN(C(=O)c2cc(COc3ccc4ncccc4c3)on2)CC1 (stereo not drawn)
    x, x, -10.1, -9.8, -0.3, 0.9, -0.9, 7.1, -5.3, -1.5
- Cc1cc(C)c2c(N)c(C(=O)c3ccc(Cl)cc3Cl)sc2n1
    5.0, 1.3, -9.9, -7.8, -0.9, -19.1, 19.1, 0.3, 1.5, -12.0
- COc1ccc(-c2ccc3c(N)c(C(=O)c4ccc(OC)c(OC)c4)sc3n2)cc1
    2.3, 10.1, -1.7, 29.9*, 0.4, -14.8, 14.8, 7.1, -14.9, -3.0
- CCn1cc(C(=O)N2CC=C(c3ccccc3)CC2)c(=O)c2ccc(C)nc21
    -3.5, -3.0, -2.8, -1.3, 1.1, 0.6, -0.6, 1.0, 5.1, 7.2
- COc1cccc(CC(=O)N2CCN(S(=O)(=O)c3ccc(Br)cc3)CC2)c1
    -0.6, 3.3, 11.6, -4.7, 0.7, 5.5, -5.5, 2.5, 1.0, 10.6
- CCN(CC)CCN1C(=O)c2oc3ccccc3c(=O)c2C1c1cccc(Br)c1 (stereo not drawn)
    -1.0, 0.3, -2.9, -0.1, -0.9, 25.5, -25.5, x, -8.4, -8.8
- COC(=O)c1cc(S(=O)(=O)N2CCN(c3cccc(Cl)c3)CC2)c[nH]1
    10.6, 2.6, -5.6, -2.1, -3.8, 2.7, -2.7, x, x, -6.2
- O=C(NC1C2CC3CC(C2)CC1C3)C1CC1 (stereo not drawn)
    6.0, 1.5, -12.7, 1.2, 0.8, 11.4, -11.4, x, -0.7, -14.0
- COc1ccc(CNC(=O)COC(=O)c2ccc(Br)o2)cc1
    -0.6, -1.2, -3.7, -2.8, -5.5, 7.5, -7.5, 0.2, -0.1, 5.4
- O=C(c1c(F)c(F)c(F)c(F)c1F)N1CCN(Cc2ccc3c(c2)OCO3)CC1
    -8.4, 0.2, -9.4, 11.1, 0.2, -8.7, 8.6, 4.0, x, -5.2
- CC(C)(C)n1nnnc1CN(Cc1ccc(F)cc1)Cc1ccco1
    0.2, -2.8, -14.1, -12.8, x, 13.3, -13.3, 0.5, 6.3, -0.1
- Cn1c(SCCOc2ccccc2Cl)nnc1-c1ccncc1
    10.0, -1.6, -16.8, -4.8, 0.5, 12.7, -12.7, x, -6.4, 2.7
